# OX1R FRET antag – antagonists of human orexin 1 receptor (OX1R) | OX1R-expressing cells, FRET antagonist read-out | 330,000 compounds, 1.8% hits | O43613 | inhibition, % at 6.6 µM; in the data active means inhibition mostly above about 38%, no sharp cut-off; inactive means mostly below about 40%;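 further: 0% = agonist challenge alone and 100% = reference antagonist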
# KCNQ2 inh – KCNQ2 potassium channel inhibitors, primary screen, cell-based, CHO-K1, FluxOR thallium flux, B-score (AID 2156); O88943; B-score at 10 µM; 20 min; active compounds read low; 310,000 compounds, 1.1% hits;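 active means fluorescence ratio B-score at most minus 3 library SDs, with starting brightness B-score within 2 library SDs, cut at about -5.5 in these data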
# STK33 kinase inh – human STK33 kinase inhibition; AID 2661; purified STK33, MBP phosphorylation, ADP-Glo luminescence; Q9BYT3; 320,000 compounds, 0.073% hits; inhibition, % at 10 µM;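 active means inhibition at or above 25%, using the most active replicate where run in duplicate; inactive means inhibition below 25%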
# An asterisk follows results filed as active; i = inactive; . = not tested or not shown. Outcome played no part in choosing rows. Share with any hit: about 2.7%.
# The first two compounds, ahead of the listing:
OX1R FRET antag	KCNQ2 inh	STK33 kinase inh	Molecule
23	i	-0.4	CCC(C)Nc1nc2c(C)cccn2c(=O)c1C=Nc1ccc(OC)cc1 (stereo not given)
6	i	-0.3	Cc1ccc(N2CCN(C(=O)c3ccccc3NC(=O)/C=C\C(=O)O)CC2)cc1

# The list itself (from the top)
OX1R FRET antag	KCNQ2 inh	STK33 kinase inh	Molecule
23	i	-0.4	CCC(C)Nc1nc2c(C)cccn2c(=O)c1C=Nc1ccc(OC)cc1 (stereo not given)
6	i	-0.3	Cc1ccc(N2CCN(C(=O)c3ccccc3NC(=O)/C=C\C(=O)O)CC2)cc1
4	.	-0.9	Cc1cc(Cl)ccc1OCC(=O)OCC(=O)NC1CCCC1
8	i	-3.1	Cc1cc(C)n(CC(=O)N/N=C/c2c[nH]c3ccccc23)n1
6	.	0.1	C[C@H](CO)N1C[C@H](C)[C@@H](CN(C)Cc2ccc(-c3ccccc3)cc2)Oc2c(NC(=O)Nc3ccc4c(c3)OCO4)cccc2C1=O
8	i	1.1	CCCOc1cccc(C(=O)N(Cc2ccco2)C2CCS(=O)(=O)C2)c1 (stereo not given)
8	i	0.7	COCCn1c(=S)[nH]c2cc(C(=O)N3CCc4ccccc4C3)ccc2c1=O
19	i	-1.0	O=C(c1ccc(N2CCCCC2)c([N+](=O)[O-])c1)N1CCOCC1
4	i	0.2	Cc1cc(=O)[nH]c(N/N=C/c2ccc(O)c(O)c2)n1

# Reformatted: entries from further up.
smiles | OX1R FRET antag | KCNQ2 inh | STK33 kinase inh
CCCOc1cccc(C(=O)N(Cc2ccco2)C2CCS(=O)(=O)C2)c1 (stereo not given) | 8 | i | 1.1
Cc1cc(C)n(CC(=O)N/N=C/c2c[nH]c3ccccc23)n1 | 8 | i | -3.1
Cc1ccc(N2CCN(C(=O)c3ccccc3NC(=O)/C=C\C(=O)O)CC2)cc1 | 6 | i | -0.3
O=C(c1ccc(N2CCCCC2)c([N+](=O)[O-])c1)N1CCOCC1 | 19 | i | -1.0
